All columns: NCI-60 one-dose screen, growth in % after 48 h at 10 µM unless noted; 100 = growth as untreated, 0 = no growth, -100 = all killed.
SW-620 – SW-620 colon cancer; 82,000 tested, 5.2% active; AID 1794795
HCT-116 – HCT-116 colon cancer; 82,000 tested, 7.3% active; AID 1794798
HCT-15 – HCT-15 colon cancer; 82,000 tested, 5.2% active; AID 1794746
HCC-2998 – HCC-2998 colon cancer. 79,000 tested, 4.7% active. AID 1794799
SNB-75 – SNB-75 CNS cancer; 79,000 tested, 5% active; AID 1794750
KM12 – KM12 colon cancer cells; AID 1794800; 82,000 tested, 5% active
SNB-19 – SNB-19 CNS cancer cells | 81,000 tested, 2.5% active
SF-268 – SF-268 CNS cancer cells. 82,000 tested, 3.1% active. AID 1794759
HT29 – HT29 colon cancer; 81,000 tested, 7.4% active; AID 1794748
Starred values were filed as active, the others as inactive; · = not tested or not shown; & = joins results of further samples; ! = a repeat was not active; [ ] = dose if it differs, or a comment. The calls were made as follows: active = growth percent below 10; inactive = the rest.

SMILES	SW-620	HCT-116	HCT-15	HCC-2998	SNB-75	KM12	SNB-19	SF-268	HT29
CCC(C)(C)[C@H](NC(=O)[C@H]1CCCCN1C)C(=O)N(C)[C@H](C[C@@H](OC(C)=O)c1nc(C(=O)N[C@@H](Cc2ccccc2)C[C@H](C)C(=O)O)cs1)C(C)C	27	-10*	6.9*	22	6.3*	4.3*	18	23	-2.9*
COc1ccccc1NC1=N[C@]23CC(=O)CC[C@]2(C)[C@H]2CC[C@]4(C)C(=O)CC[C@H]4[C@@H]2C[C@@H]3S1	104	81	99	109	86	96	101	92	97
O=C1NC(=O)C(C2CCCCCC2)C(=O)N1	107	112	103	117	108	111	112	107	108
CC(Cc1ccccc1)N(C)CC1C(=O)C2CCC1C2 (stereo unspecified)	108	105	109	107	94	111	104	115	108
CC(=O)O[C@H]1CC[C@H]2[C@@H]3CC=C4c5nc(Cc6ccccc6)sc5CC[C@]4(C)[C@H]3CC[C@]12C	74	64	43	84	87	68	90	94	21
N[C@H]1C[C@@H](C(=O)O)CC1=C(F)F	102	97	107	96	98	101	105	101	101
O=C(Cc1ccccc1)c1ccccc1	97	101	102	114	87	100	109	103	106
O=S(=O)(F)c1ccc(O)cc1	111	105	102	104	73	84	93	105	97
Nc1ccc(CNC(=O)Nc2ccc(S(=O)(=O)F)cc2)cc1	101	101	98	125	88	99	98	98	102
c1c2c(cc3c1OCO3)CNCC2	118	86	99	103	85	98	104	99	101

The last 2 records of the section above lead into the next.
SMILES	SW-620	HCT-116	HCT-15	HCC-2998	SNB-75	KM12	SNB-19	SF-268	HT29
Nc1ccc(CNC(=O)Nc2ccc(S(=O)(=O)F)cc2)cc1	101	101	98	125	88	99	98	98	102
c1c2c(cc3c1OCO3)CNCC2	118	86	99	103	85	98	104	99	101
O=C(OCC(Cl)(Cl)Cl)OCC(Cl)(Cl)Cl	·	108	109	104	96	107	105	116	112
CCN(CC)CCOC(=O)C(OCCCc1ccccc1)(c1ccccc1)c1ccccc1	79	55	62	90	86	93	95	95	34
CCC(C)/C=C(C)/C=C/C(=O)c1c(O)c(-c2ccc(O)cc2)c[nH]c1=O (stereo unspecified)	40	39	39	47	52	41	59	33	14
CC/C(=C/c1ccc2c(c1)OCO2)[N+](=O)[O-]	108	102	100	108	95	100	106	95	106
CC1(C)C(C(=O)c2cn(CCO)c3ccccc23)C1(C)C	106	104	105	119	110	106	110	104	78
CCC1C(=O)NC(=O)NC1=O	101	105	99	103	86	111	105	106	97
CC(Cc1ccccc1)NC(N)=O (stereo unspecified)	100&102	100&105	99&100	101&109	87&71	103&123	113&95	101&95	101&101
CCCCSP(=S)(SCCCC)SCCCC	103	88	96	100	102	102	108	92	·
COc1ccc(C(Cc2ccccc2)NC(C)C)cc1 (stereo unspecified)	102	82	97	74	105	101	95	96	86
C[C@H]1C[C@@H]2[C@H](CC[C@]3(C)C(=O)CC[C@@H]23)[C@H]2CCC(=O)C=C12	102	93	98	99	86	106	103	99	92
O=C1CC23c4ccccc4N4C(=O)CC5OCC=C6CN1C2CC6C5C43 (stereo unspecified)	104	106	102	100	76	112	104	109	107
C#CC1(O)CCC(C(C)(C)C)CC1 (stereo unspecified)	106	108	92	·	113	100	103	103	104
Cc1c(N)nc([C@H](CC(N)=O)NC[C@H](N)C(N)=O)nc1C(=O)N[C@H](C(=O)N[C@H](C)[C@@H](O)[C@H](C)C(=O)N[C@H](C(=O)NCCc1nc(-c2nc(C(=O)NCCC[S+](C)C)cs2)cs1)[C@@H](C)O)C(OC1OC(CO)C(O)C(O)C1OC1OC(CO)C(O)C(OC(N)=O)C1O)c1cnc[nH]1 (stereo partly specified)	83[2.5 µM]	34[2.5 µM]	68[2.5 µM]	5.8*[2.5 µM]	41[2.5 µM]	81[2.5 µM]	74[2.5 µM]	62[2.5 µM]	78[2.5 µM]
COc1cc(C(=O)N/N=C/c2ccc(N(CCCl)CCCl)cc2)cc(OC)c1OC	87	92	84	103	89	71	92	90	96
COc1cc2c(cc1OCCCn1c(-c3ccccn3)nc3ccccc31)N=C[C@@H]1CCCN1C2=O	0.3*	-14*	-23*	2.0*	23	-32*	27	10	-27*
CC(=O)Nc1ccc(S(=O)(=O)F)cc1	106	106	98	110	97	135	101	102	98
C1CN1CN1CC1	112	104	103	109	90	103	105	99	97
CC12CCC3C(CCC4=CC(=O)CCC43C)C1C/C(=C\c1ccc(N(CCCl)CCCl)cc1)C2=O (stereo unspecified)	104	72	82	107	82	86	112	93	53
CCOC(=O)c1c(C)n(Cc2ccccc2)c2ccc3c(c12)NC(=O)C(CC(=O)O)O3 (stereo unspecified)	104	95	101	99	80	102	97	103	109
CCCCCCc1cc(O)c2c3c(c(=O)oc2c1)CCC(C)C3 (stereo unspecified)	101	105	93	100	88	102	96	102	99
CC(=O)O[C@H](C[C@H](C(C)C)N(C)C(=O)[C@@H](NC(=O)[C@H]1CCCCN1C)C(C)C)c1nc(C(=O)NC2CCC(C(=O)O)CC2)cs1 (stereo partly specified)	33	35	71	84	-1.9*	39	41	48	18
C/C=C/CC(C)C(O)[C@H](NC(=O)[C@@H]1CCCN1C(=O)C(C)(C)NC(=O)CCCCCCCCC)C(=O)N[C@@](C)(CC)C(=O)N[C@@H](CCC(N)=O)C(=O)N[C@H](CCC(N)=O)C(=O)NC(C)(C)C(=O)NC(C)(C)C(=O)N[C@@H](CCC(N)=O)C(=O)N[C@H](CC(C)C)C(=O)N[C@H](CO)CC(C)C (stereo partly specified)	93&38	78&34	89&38	-12*!	-39*	-32*!	-29*!	4.8*	90&58
Cc1ccc2c(C)ccc(C)c2c1	97	97	111	106	105	105	103	99	99
C1CN2CCOB(O1)OCC2	101	102	104	103	99	104	108	98	107
O=C(/C=C/c1sc(N(CCCl)CCCl)nc1Cl)c1ccc(Cl)cc1	65	50	76	112	95	81	98	100	86
O=C1C(Cl)=C(N2CCOCC2)C(=O)c2ccccc21	-16*	·	72	108	102	102	116	88	116
CCCCN(CCCC)CC(O)c1ccccc1 (stereo unspecified)	102	114	104	102	92	104	106	114	109
CCc1ccc([N+](=O)[O-])cc1	102	109	98	104	88	105	99	94	106
CC[C@H](NC(=O)[C@H]1CCCCN1C)C(=O)N(C)[C@H](C[C@@H](OC(C)=O)c1nc(C(=O)N[C@@H](Cc2ccccc2)C[C@H](C)C(=O)O)cs1)C(C)C	22	0.2*	6.4*	8.1*	25	7.9*	18	30	2.7*
COc1cc2c(cc1OC)C13CCN4CC5=CCOC6CC(=O)N2C1C6C5CC43 (stereo unspecified)	106&115	102&99	109&103	-57*	111&98	100&101	111&105	103&103	111&122

Given with values under each structure: entries from further up.
Order of results: SW-620	HCT-116	HCT-15	HCC-2998	SNB-75	KM12	SNB-19	SF-268	HT29
C1CN2CCOB(O1)OCC2
    101	102	104	103	99	104	108	98	107
O=C(/C=C/c1sc(N(CCCl)CCCl)nc1Cl)c1ccc(Cl)cc1
    65	50	76	112	95	81	98	100	86
O=C1C(Cl)=C(N2CCOCC2)C(=O)c2ccccc21
    -16*	·	72	108	102	102	116	88	116
CCCCN(CCCC)CC(O)c1ccccc1 (stereo unspecified)
    102	114	104	102	92	104	106	114	109

Other compounds
SMILES	SW-620	HCT-116	HCT-15	HCC-2998	SNB-75	KM12	SNB-19	SF-268	HT29
Cc1ccc(C(=O)OC(C(=O)O)C(OC(=O)c2ccc(C)cc2)C(=O)O)cc1 (stereo unspecified) (tested in a mixture with another compound)	53	22	16	73	55	59	·	69	23
C[C@@]1(CCCCCCCCCc2ccc(O)cc2)C[C@]2(C)OC(=O)C[C@@H]2OO1	103	77	84	105	95	127	97	123	102
Cc1cccc(C)c1CCl	95	103	109	123	99	103	99	105	109
Nc1ccccc1Cl	95	103	103	121	87	109	100	116	102
O=[N+]([O-])c1cc[n+]([O-])c2ccccc12	-69*	-71*	-23*	-95*	-82*	-90*	-18*	3.6*	-31*
O=[N+]([O-])c1cc(C(F)(F)F)cc([N+](=O)[O-])c1Cl	103	98	105	117	87	109	99	114	104
Clc1ccccc1CC(c1ccccc1)N1CCCCC1 (stereo unspecified)	110	83	99	99	91	99	106	102	77
O=C1NC(=O)C(=Cc2cccn2CCCCn2c3ccccc3c(=O)c3ccccc32)C(=O)N1	88	77	81	100	93	74	75	86	90
Oc1ccc(Br)cc1CN1CCN(Cc2cccc(F)c2)CC1	99	91	79	111	54	99	99	102	94
CCC(=O)Nc1ccc(Cl)c(Cl)c1	101	99	101	94	102	100	107	105	91

Two entries from above, comma-delimited.
compound,SW-620,HCT-116,HCT-15,HCC-2998,SNB-75,KM12,SNB-19,SF-268,HT29
O=[N+]([O-])c1cc[n+]([O-])c2ccccc12,-69*,-71*,-23*,-95*,-82*,-90*,-18*,3.6*,-31*
O=[N+]([O-])c1cc(C(F)(F)F)cc([N+](=O)[O-])c1Cl,103,98,105,117,87,109,99,114,104

The list goes on.
SMILES	SW-620	HCT-116	HCT-15	HCC-2998	SNB-75	KM12	SNB-19	SF-268	HT29
COc1ccc(CCC(C)N)cc1 (stereo unspecified)	97	98	109	98	94	93	108	93	99
O=C(O)c1cc(C(=O)O)cc(S(=O)(=O)F)c1	107	103	105	100	104	113	120	107	109
COCCOC(=S)SSC(Cl)(Cl)Cl	108	100	108	103	86	101	106	103	·
Cc1ccc(-c2nc(-c3ccc(N=Cc4ccc(N(CCCl)CCCl)cc4C)cc3)cs2)cc1	80	85	79	95	62	96	81	66	97
[Cl][Hg][c]1ccc2ccccc2c1	-92*	-100*	-72*	-49*	-85*	1.7*	-63*	-70*	-71*
O=C1NC(=O)C(=Cc2cccn2CCCn2c3ccccc3c(=O)c3ccccc32)C(=O)N1	107	86	97	104	96	100	94	100	100
C#CC1(O)CCCC(C)C1 (stereo unspecified)	100	101	112	96	79	·	97	·	102
CC12CCC3C(CCC4=CC(=O)CCC43CF)C1CCC2=O (stereo unspecified)	126	110	106	140	90	117	109	110	116
CC(CC(C#N)(c1ccccc1)c1ccccc1)N1CCOCC1 (stereo unspecified)	106	106	102	·	104	104	92	101	106
CC(C)(C)NC(=O)OCCN1CC1	104	102	108	104	85	103	99	101	102
C/C(=N\N1CN(C(C)C(=O)O)P(Nc2ncn[nH]2)N=C1N)c1cccs1 (stereo unspecified)	98	93	108	101	78	104	99	100	99
C=CC12CCN(CC1)C(C(O)c1ccnc3ccc(OC)cc13)C2 (stereo unspecified)	89	61	66	-35*	53	·	98	84	12
c1ccc2c(c1)Nc1ccccc1S2	85	94	89	91	96	72	93	74	91
CN=C1CN(O)C(c2ccccc2)c2cc(Cl)ccc2N1 (stereo unspecified)	101	105	95	·	78	104	95	95	92
CC(C)c1cccc(C(C)C)c1O	112&106	96&101	107&99	115&105	81&109	105&111	94&123	98&110	102&99
C[C@H]1[C@H](OC(=O)CCC(=O)N(CCCc2cn(-c3ccc([N+](=O)[O-])cc3)nn2)CCNc2ccnc3cc(Cl)ccc23)O[C@@H]2OC3(C)CC[C@H]4[C@H](C)CC[C@@H]1[C@@]24OO3	38	31	16	50	89	34	67	60	-6.3*
C[C@@H]1C[C@@]2(C)[C@@H](CC[C@@H]3[C@@H]2CC[C@]2(C)C(=O)CC[C@@H]32)CC1=O	100	69	103	109	86	115	97	102	92
CC12CCC(O)CC1CCC1C2CCC2(C)C(C(=O)CO)CCC12 (stereo unspecified)	105	94	103	107	80	96	105	95	108
CCCCCCCC(=O)OCC/C=C/C1OC1C1OC(=O)/C=C\C=C\c2nc(oc2C)/C=C(/C)CCC2OC2C1OC(=O)NC(C)=O (stereo unspecified)	-65*	-24*	-5.6*	-93*	-36*	-74*	-57*	5.3*	4.6*
C[C@H](N)[C@H](O)c1ccc(O)c(O)c1	105	95	104	110	95	103	96	109	102
CC(=O)/C=C/c1ccc2c(c1)OCO2	106	99	100	109	79	109	85	106	106
CCN(CC)CCc1ccncc1	100	107	98	103	87	106	107	108	104
Oc1cccc(N2CC2)c1	95	93	104	97	94	106	102	107	105
CC(C)(C)[C@H](NC(=O)c1cn(Cc2ccccc2)c2ccccc12)C(N)=O	104	94	100	108	87	97	111	90	94
NCCc1ccc(N)cc1	106	105	98	108	82	104	92	102	105
COP(=S)(N1CC1)N1CC1	103	109	109	105	103	116	112	112	103
CCOC(C(=O)O)(c1ccccc1)c1ccccc1	101	92	97	95	112	100	95	100	83
CCc1ccccc1OP(=O)(Oc1ccccc1CC)Oc1ccccc1CC	94	63	87	·	85	99	99	88	70
O=C1OCC(Cl)=C1Cl	106	108	102	113	94	107	106	112	106
Cc1cc(C)c(CCN(C)C)c(C)c1C	106&110	96&103	92&102	99&105	82&96	111&99	108	113&103	98&99
S=C(Cl)Oc1ccccc1	99	111	101	114	85	105	101	115	120
CCC(=O)O[C@H]1CC[C@H]2[C@@H]3CC[C@H]4CC(=O)C=C[C@]4(C)[C@H]3CC[C@]12C	105	74	86	·	89	101	103	93	85
CC(=O)O[C@@H]1C[C@H]2O[C@@H]3C=C(C)CC[C@]3(C)[C@]1(C)[C@]21CO1	7.1*	0.7*	3.9*	8.9*	29	27	3.2*	15	9.0*
Cc1cc(C)nc(C)c1.[Cl][Hg][Cl]	105	108	101	114	96	96	104	102	96
COCCNC(=O)c1c(N)n(Cc2ccco2)c2nc3ccccc3nc12	108	93	84	102	81	95	98	101	88
COc1cc(C(=O)Cl)cc(OC)c1OC	·	102	107	96	105	106	114	98	97
CC(Br)(C(=O)O)C(Br)C(=O)O (stereo unspecified)	110	96	100	106	95	·	102	101	103
O=C1NC(=S)NC(=O)C1Cc1ccccc1O	92	102	100	105	104	97	93	102	108
COP(=O)(CCBr)OC	110	113	102	121	75	109	106	114	106
COP(=S)(OC)Oc1ccc(SC)c(C)c1	106	103	105	104	90	105	109	110	103
CC(=O)Nc1ccc(-c2ccccc2)cc1	107	103	102	89	103	99	101	97	96

Screens (PubChem BioAssay)

Not all compounds are listed; count on the stated rates, not on these rows.
